MKP-3 inhibition = inhibition of rat DUSP6 enzyme activity – biochemical, in vitro, primary screen (AID 425) | 0.17% of 110,000 active | inhibition, % at 20 µM, or IC50 in µM where a hit was titrated | recombinant MKP-3 phosphatase activity, fluorescence; higher % means a stronger effect; in the data active means inhibition above about 50%;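 further: plate controls were vehicle for no effect and reference inhibitor for full effect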
Hsp70 inhibitors = small molecules displacing fluorescent ligand from Hsp70 – biochemical, fluorescence polarization, primary screen (AID 583) | Hsp70 fluorescence polarization probe displacement, mP; higher % means a stronger effect | displacement, % at 20 µM, or IC50 in µM where a hit was titrated | 0.06% of 140,000 active; in the data active means displacement above about 50%;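 further: plate controls were vehicle for no effect and reference ligand for full effect; a part of the inactive calls stands beside numbers as strong as those of hits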
Starred values were filed as active, the others as inactive; / = not tested or not shown; & = joins results of further samples. Only part of the results is shown; count on the stated rates, not on these rows.

Order of values – Hsp70 inhibitors, MKP-3 inhibition
1) FC(F)(F)c1ccccc1CN1CCN(Cc2ccc3ccccc3c2)CC1
    -2.0%, 3%
2) Cc1ccc2nc(S(=O)(=O)O)[nH]c2c1
    1.6%, -1%
3) N#Cc1c(N)c(C(=O)c2ccc(Br)cc2)n2c1CCC2
    -4.8%&1.1%, -4%&0%
4) N#CC1=C(N)Oc2cc(Nc3ccccc3)ccc2C1c1ccncc1 (stereo not drawn)
    4.3%, /
5) COC(=O)c1sc(NC(=O)c2ccc(OC)cc2OC)nc1C
    0.1%, 11%
6) CCCCNC(=O)c1c[nH]c2ccc(S(=O)(=O)Nc3ccc(OCC)cc3)cc2c1=O
    -4.5%, 1%
7) O=C(O)C(O)c1ccco1 (stereo not drawn)
    15%, 3.7µM*
8) CCOC(=O)N1CCN(C2CC(=O)N(c3cccc(Br)c3)C2=O)CC1 (stereo not drawn)
    1.0%, 0%
9) CC(C)(C)OC(=O)C1C(=O)CC(C)(O)C(C(=O)OC(C)(C)C)C1c1ccco1 (stereo not drawn)
    -3.4%, /
10) O=C(Nc1ccc(Br)c(Cl)c1)c1cccc([N+](=O)[O-])c1
    -2.7%, 5%

Reprinted at random: six records from the list, in no set order.
Order of values – Hsp70 inhibitors, MKP-3 inhibition
4) N#CC1=C(N)Oc2cc(Nc3ccccc3)ccc2C1c1ccncc1 (stereo not drawn)
    4.3%, /
2) Cc1ccc2nc(S(=O)(=O)O)[nH]c2c1
    1.6%, -1%
3) N#Cc1c(N)c(C(=O)c2ccc(Br)cc2)n2c1CCC2
    -4.8%&1.1%, -4%&0%
1) FC(F)(F)c1ccccc1CN1CCN(Cc2ccc3ccccc3c2)CC1
    -2.0%, 3%
5) COC(=O)c1sc(NC(=O)c2ccc(OC)cc2OC)nc1C
    0.1%, 11%
7) O=C(O)C(O)c1ccco1 (stereo not drawn)
    15%, 3.7µM*

The list continues:
Order of values – Hsp70 inhibitors, MKP-3 inhibition
11) CC(C)[C@H](N)c1nnc(SCC(=O)c2ccc(Cl)cc2)o1
    4.0%, /
12) O=C(Nc1ccc(I)cc1)/C(=C\c1cccs1)NC(=O)c1ccccc1
    3.0%, 1%
13) COC(=O)c1cc(C(=O)Nc2ccc(F)cc2)cc([N+](=O)[O-])c1
    -2.7%, 2%
14) Cn1c(=O)cc(OCCCC(=O)Nc2ccc3c(c2)OCCO3)c2ccccc21
    1.0%, -5%
15) CCCC(=O)c1ccc(N2CCN(C(=O)c3cccc(F)c3)CC2)c(F)c1
    -4.7%, 3%
16) COc1ccc(Cl)cc1N(CC(=O)Nc1ccc2c(c1)OCCO2)S(C)(=O)=O
    -7.0%, -3%
17) COc1ccc(-c2nnn(CC(=O)Nc3sc4c(c3C#N)CCCC4)n2)cc1
    -0.5%, -9%
18) O=C(NCc1ccccn1)C1CCN(S(=O)(=O)N2CCCCC2)CC1
    -6.1%, 2%
19) Cc1ccc(Cl)cc1N1CCN(S(C)(=O)=O)CC1
    1.6%, /
20) O=C1c2ccccc2C(=O)N1CCCc1nc2ccccc2c(=O)n1-c1cccnc1
    -2.9%&-0.8%, -1%&3%
21) Cc1ccc(-n2nnnc2SCC(=O)c2cc(C)n(-c3cc(C)on3)c2C)c(C)c1
    -4.0%, -7%
22) CCOC(=O)C1=C(C)N=c2s/c(=C\c3ccc(-c4ccc([N+](=O)[O-])cc4)o3)c(=O)n2C1c1ccc2c(c1)OCO2 (stereo not drawn)
    -13%, 0%
23) Cc1ccc(S(=O)(=O)Oc2ccccc2/C=C2/SC(=S)N(Cc3ccccc3)C2=O)cc1
    -0.4%, 0%
24) Cc1cc(=O)n2[nH]cc(C(=O)O)c2n1
    0.8%, /
25) Cn1c(Cn2c(=O)sc3ccccc32)nnc1SCC(=O)Nc1cccc(F)c1
    -4.1%, 1%
26) CCOC(=O)NC(=O)CN1C(=O)NC(C)(c2ccccc2)C1=O (stereo not drawn)
    -1.4%, -3%
27) CCOc1cc(/C=N/NC(=O)c2cccc(Cl)c2)ccc1OCCOCCOc1ccc(C)cc1
    -5.0%, 5%
28) CC(C)c1ccc(NC(=O)C2CC2)cc1
    -3.4%, 2%
29) O=C(CSc1ncn[nH]1)Nc1cccc(C(F)(F)F)c1
    -2.3%, 1%
30) COc1ccc2oc(=O)c(C(=O)Nn3cnnc3)cc2c1
    6.3%, -8%

Values in list order from the list:
Hsp70 inhibitors, entries 17 to 23 → -0.5%, -6.1%, 1.6%, -2.9%&-0.8%, -4.0%, -13%, -0.4%
MKP-3 inhibition, entries 17 to 23 → -9%, 2%, /, -1%&3%, -7%, 0%, 0%

The list goes on:
Order of values – Hsp70 inhibitors, MKP-3 inhibition
31) Cc1coc(NC(=O)CSc2nc(-c3ccncc3)cc(C(F)(F)F)c2C#N)n1
    -3.2%, 2%
32) COc1cc(NC(=O)C23CC4CC(C2)CC(n2nnc(C)n2)(C4)C3)c(OC)cc1Cl
    0.6%, 1%
33) COc1ccc(C(=O)NCCNc2ccc([N+](=O)[O-])cc2)cc1OC
    -1.1%, 2%
34) COC(Cn1c(C)c(C(C)=O)c(C(C)=O)c1C)OC
    -4.8%, /
35) COCCCNC(=O)CN(c1ccc(C)cc1)S(C)(=O)=O
    -0.1%, -1%
36) O=C(c1cc(N2CCCCC2)nc2ccccc12)N1CCOCC1
    -3.0%, 2%
37) Cc1cc2cc(CNC(=O)c3ccc(Br)o3)ccc2n1C
    /, 7%
38) Cn1c(Cn2c(=O)sc3ccccc32)nnc1SCC(=O)Nc1cccc(Cl)c1
    3.9%, 8%
39) O=C(O)CCCN1C(=O)C(=O)/C(=C(/O)c2ccccc2)C1c1ccc(Cl)cc1Cl (stereo not drawn)
    -1.8%, 2%
40) CCCn1c(SCC(=O)Nc2ccccc2N2CCOCC2)nc2c1c(=O)n(C)c(=O)n2C
    1.3%, /
41) COc1cc2cc(CN(CCO)S(=O)(=O)c3ccccc3)c(=O)[nH]c2cc1OC
    1.6%, /
42) COc1cccc(C(=O)n2cnnc2N)c1OC
    -0.6%, 0%
43) CCOC(=O)c1cc(NC(=O)C2C3CCC(O3)C2C(=O)O)cc(C(=O)OCC)c1 (stereo not drawn)
    0.4%, /
44) O=C(NC(NC(=S)Nc1ccccc1I)C(Cl)(Cl)Cl)c1cccc([N+](=O)[O-])c1 (stereo not drawn)
    0.5%, 5%
45) O=C(CSc1nc2ccccc2[nH]1)c1ccc(Cl)s1
    -0.8%, /
46) CC(C)CCCNc1nc(N2CCOCC2)nc(N2CCOCC2)n1
    5.6%, -4%
47) CCC(c1nnnn1C(C)(C)C)N(Cc1cc2cccc(C)c2n2nnnc12)C1CCCC1 (stereo not drawn)
    -1.9%, /
48) O=C(CSc1nnc(Nc2ccccc2)s1)NCc1ccco1
    4.6%, -2%
49) CN1CCC(N(C)CC(=O)Nc2cccc(Oc3ccccc3)c2)CC1
    2.0%, -3%
50) CC1CC(C)CN(S(=O)(=O)c2ccc(C(=O)NCCCn3ccnc3)cc2)C1 (stereo not drawn)
    5.6%, -8%
51) CN(C)c1cccc(NC(=O)c2ccccc2-c2ccccc2)c1
    -3.7%, 2%
52) CCOC(=O)c1c(NC(=S)Nc2ccccc2)sc2c1CCN(CCc1ccccc1)C2
    -51%, -3%
53) CCOC(=O)c1cc2c(ccn2-c2ccc(F)cc2)n1CC(=O)N1CCN(C(=O)c2ccco2)CC1
    5.0%, 4%
54) CCCCCn1c(Sc2nc3ccccc3s2)nc2c1c(=O)[nH]c(=O)n2C
    1.5%, -13%
55) COCCn1c(SCC(=O)NC(=O)NC(C)C)nc2ccccc21
    -2.7%, /
56) CCCCc1cc(=O)oc2c(CN(CC)CC)c(O)c(Cl)cc12
    0.7%, /
57) Cc1cc(C(=O)COc2ncnc3sccc23)c(C)n1C
    -2.9%, 3%
58) CCOCCOC(=O)C1=C(C)NC2=C(C(=O)CC(C)(C)C2)C1c1cccc(Cl)c1Cl (stereo not drawn)
    -0.6%, 3%
59) Cc1cccc(C)c1NC(=S)NC(=O)c1ccco1
    -1.7%, 2%
60) COc1cccc(NC(=O)CN(c2ccc(OC)cc2OC)S(=O)(=O)c2ccc(C)cc2)c1
    -3.3%, -2%
61) CC1=C(C#N)c2nc(N)c(C#N)c(C)c2/C1=C\c1ccc(-c2cccc([N+](=O)[O-])c2)o1
    -0.6%, 6%
62) Cc1cc(C(=O)N(C)CC(=O)Nc2ccccc2C(F)(F)F)c(C)o1
    4.1%, -6%
63) COc1ccc(-n2nnnc2-c2ccccc2)cc1
    -1.2%, /
64) O=C1NC(=O)C(=Cc2ccc(-c3cc(Cl)c([N+](=O)[O-])cc3Cl)o2)C(=O)N1
    -0.6%, 4%
65) Cc1ccc(C)c(NC(=S)N2CCC(N(C)CC3CCCO3)CC2)c1 (stereo not drawn)
    -0.6%, /
66) CS(=O)(=O)c1ccc2nc(NC(=O)Cc3ccccc3)sc2c1
    -0.3%, -4%
67) CCN(CC)CCOCCOc1ccc(Cl)cc1Cl
    2.0%, -2%
68) O=C(Nc1ccc(N2CCCCC2)cc1)c1cccs1
    -3.4%, 2%
69) O=S(=O)(c1ccc(Cl)cc1)N1CCC(n2cnc3cc(C(F)(F)F)ccc32)CC1
    -2.8%, /
70) CC1CCN(c2nc(-c3ccccc3)c(C#N)c(=O)[nH]2)CC1
    -0.3%, 7%
71) O=C(Cn1cnc2c(cnn2-c2ccccc2)c1=O)N1CCOCC1
    -7.4%, -2%
72) COC(=O)c1cc(O)c(OCc2ccccc2)c(O)c1
    0.7%, -6%
73) Cc1nnc(SCC(=O)N2c3cc(C)c(C)cc3-c3c(ssc3=S)C2(C)C)s1
    -3.1%, 4%
74) CCCCC(=O)N1CC2(C)CN(C(=O)CCCC)CC(C)(C1)C2=O
    4.4%, 4%
75) CCOc1ccc(C(C)=O)cc1N1C(=O)C2C(C1=O)C1C=CC2C12CC2 (stereo not drawn)
    -2.7%, /
76) O=c1c2c(nc3cc(-c4cccc(Cl)c4)[nH]n13)CCCC2
    -10%, 2%
77) O=C(O)CCCC(=O)N1N=C(c2ccc(Br)cc2)CC1c1ccco1 (stereo not drawn)
    1.6%, -3%
78) O=C(Nc1nccs1)c1ccc(S(=O)(=O)c2ccccc2)cc1
    -3.6%, -15%
79) CC(C(=O)NCc1ccco1)n1nc(-c2ccccc2)c2cc(Cl)ccc21 (stereo not drawn)
    -1.9%, -6%
80) COC(=O)c1ccccc1NC(=O)C1CCN(C(=O)c2cc(OC)cc(OC)c2)CC1
    -2.7%, -2%

Additional entries follow:
Order of values – Hsp70 inhibitors, MKP-3 inhibition
81) COc1ccc(S(=O)(=O)N(C)C2CCN(C)CC2)cc1
    -4.0%, -9%
82) NC1=NC(=O)/C(=C\c2ccc(-c3ccc(F)cc3)o2)S1
    26%, 3%
83) COc1ccc(C)cc1NC(=O)c1cc(OC)c(OC)c(OC)c1
    -1.2%, 0%
84) CC(C)(C)NC(=O)CSc1nc2ccc(NC(=O)CSc3nnnn3Cc3ccccc3)cc2s1
    -7.4%, /
85) NC(=O)c1c(NC(=O)CN2C(=O)CCC2=O)sc2c1CCCCC2
    -3.2%, -1%
86) COc1ccc(C(=O)Nc2ccc(-c3nc4cc(C)c(C)cc4o3)c(O)c2)cc1[N+](=O)[O-]
    -3.0%, 5%
87) CSc1nc2nc(C)cc(-c3ccccc3)n2n1
    -3.5%, -5%
88) CCn1c(CNc2ccc(Cl)cc2)nnc1SCC(=O)NCc1ccccc1
    3.5%, 4%
89) Cc1ccc(NC(=O)NC(=O)CN2C(=O)NC3(CCCCCCC3)C2=O)c(C)c1
    1.4%, -5%
90) Cc1ccc(C2=[N+]([O-])C3(CCCCC3=O)N(O)C2(C)C)cc1 (stereo not drawn)
    7.1%, /
91) Cc1nn2c(-c3cccc(NC(=O)CN4CCOCC4)c3)nnc2c2ccccc12
    3.9%, /
92) CCN1/C(=C\C(C)=O)Sc2ccc(OC)cc21
    5.3%, /
93) O=C(O)CN1C(=O)c2cccc(Oc3ccc(Cl)cc3)c2C1=O
    5.6%, 2%
94) CC1(C(=O)N(CC(=O)NC2CCCC2)C2CCCC2)CC(=O)N=C2C=CC=CN21 (stereo not drawn)
    3.4%, 0%
95) CCOc1cc(C(=O)N2CCN(c3ccccc3OC)CC2)cc(OCC)c1OCC
    -2.9%, 6%
96) O=C1CC(c2ccc([N+](=O)[O-])cc2)=NN1
    -1.0%, 6%
97) OC1C=CSc2nc3ccccc3n21 (stereo not drawn)
    -3.9%, -6%
98) CNc1nnc(-c2ccc(N(C)C)cc2)s1
    2.5%, /
99) CCc1ccc(N2C(=O)NC(=O)/C(=C\c3ccc(OCC(=O)O)c(Br)c3)C2=O)cc1
    4.8%, -1%
100) COC(=O)CSc1nc2c(c(-c3ccc(C)o3)c1C#N)CCCC2
    0.2%, -1%
101) COc1cc2c(cc1OC)C(C(=O)N1CCOCC1)C(c1cccs1)N(C)C2=O (stereo not drawn)
    -1.7%, -1%
102) N#Cc1c(SCC(=O)OCc2ccccc2)nsc1SCC(=O)OCc1ccccc1
    -1.7%, /
103) O=C1c2ccccc2C(=O)N1c1nc(-c2ccccc2)cs1
    1.1%, 6%
104) CCCCNC(=O)C1(c2ccc(OC)cc2)CCOCC1
    0.9%, /
105) Cn1c(SCC(=O)OC2CCCCC2)nnc1-c1ccc(S(=O)(=O)N2CCCC2)cc1
    -2.0%, -11%
106) CC1CCN(CCCNC(=O)CN2CCN(Cc3ccc(Cl)cc3)C2=O)CC1
    5.5%, 1%
107) O=[N+]([O-])c1cc([N+](=O)[O-])c2oc(-c3ccccc3)c(Br)c2c1O
    13%, 14%
108) O=C(Nc1ccccc1[N+](=O)[O-])C1=C(O)CCn2c1nc1ccccc12
    -8.8%, /
109) COc1ccccc1NS(=O)(=O)c1cccc(C(=O)OCC(=O)Nc2cc(C)on2)c1
    -0.9%, /
110) CCC(c1nnnn1CCc1ccccc1)N(Cc1ccco1)Cc1cc2c(C)ccc(C)c2[nH]c1=O (stereo not drawn)
    -6.6%, 10%
111) O=S(=O)(c1ccc2ccccc2c1)N1CCCCC1
    6.1%, 2%
112) CCN1C(=O)/C(=C/c2ccc(NC(=O)c3ccc4ncccc4c3)cc2)SC1=S
    -10%, 1%

Bioassay records as filed in PubChem BioAssay.
